Rat MKP-3 inhibitors: inhibition of rat DUSP6 enzyme activity – biochemical, in vitro, primary screen (AID 425); recombinant MKP-3 phosphatase activity, fluorescence; higher % means a stronger effect; 110,000 compounds, 0.17% hits; inhibition, % at 20 µM, or IC50 in µM where a hit was titrated; in the data active means inhibition above about 50%;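 further: plate controls were vehicle for no effect and reference inhibitor for full effect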
Hsp70 displacement: Hsp70 inhibitors, probe displacement, primary screen, biochemical, fluorescence polarization (AID 583); displacement, % at 20 µM; hits with a dose series show IC50 in µM; 140,000 compounds, 0.06% hits; Hsp70 fluorescence polarization probe displacement, mP; higher % means a stronger effect; in the data active means displacement above about 50%;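 further: plate controls were vehicle for no effect and reference ligand for full effect; a part of the inactive calls stands beside numbers as strong as those of hits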
Starred values were filed as active, the others as inactive; . = no result given; & = joins results of further samples. An excerpt; count on the stated rates, not on these rows.

Order of results: Hsp70 displacement | Rat MKP-3 inhibitors
CCOC(=O)/C=C(/C)Nc1c(C)n(C)n(-c2ccccc2)c1=O
  0.9% | 3%
COc1cc(OC)c(C2C(C(=O)Nc3ccc(C)cc3C)=C(C)Nc3ncnn32)cc1OC (centres undefined)
  -0.6% | -12%
O=C(Nc1ccc(OC(F)(F)F)cc1)c1cccnc1
  3.2% | 3%
CCCc1cc(=O)oc2cc(OC(C)C(C)=O)ccc12 (centres undefined)
  -3.2% | 1%
O=C(Nc1cc(C(F)(F)F)ccc1Cl)c1nn2c(c1Br)NC(c1ccccc1)CC2C(F)(F)F (centres undefined)
  7.7% | 1%
CCn1c(=O)n(CC(=O)NCc2ccco2)c(=O)c2ccccc21
  5.1% | .
CC(Oc1ccc(Cl)cc1Cl)C(=O)NCc1ccncc1 (centres undefined)
  1.4% | -4%
Cc1cccc(NC(=O)Cn2c(=O)n3nc(CCn4nc(C)cc4C)nc3c3ccccc32)c1
  5.0% | 10%
C=C(C)C(=O)Nc1cccc(C(=O)c2cccc(NC(=O)C(=C)C)c2)c1
  -3.4% | -1%
COc1cc(NS(=O)(=O)c2ccc(NC(=O)c3cccc(C)c3)cc2)ncn1
  -2.8% | -1%
CCC(=O)N=c1sc2cc(F)cc(F)c2n1C
  11% | -6%
C=CCNC(=S)Nc1ccc(NC(C)=O)cc1
  -4.5% | 3%
CCCS(=O)(=O)N1CCC(C(=O)NCCCN2CCCC2=O)CC1
  -2.2% | -1%
O=C1C(C=NCc2ccc(Cl)c(Cl)c2)=C(O)c2ccccc21
  -1.3% | 0%
Cc1ccccc1Cn1c2ccccc2c2cn[nH]c(=O)c21
  -3.2% | 9%
CN1CCN(S(=O)(=O)c2ccc(NC(=O)c3ccc(F)cc3)cc2)CC1
  0.4% | -11%
Cc1ccc2c(Cl)c(-c3nnc(-c4ccc(Cl)cc4)o3)sc2c1
  0.8% | 1%
NC1=NCc2ccccc21
  1.4% | 1%
COc1ccc(CC(=O)NCc2ccccc2Cl)cc1S(=O)(=O)N1CCOCC1
  2.2% | 1%
Cc1nnc2sc(-c3ccc(NC(=O)c4ccc(-c5ccc(Br)cc5)o4)cc3)nn12
  -191% | -10%

Part of the list above in order of count of non-hydrogen atoms, highest first:
Order of results: Hsp70 displacement | Rat MKP-3 inhibitors
COc1ccc(CC(=O)NCc2ccccc2Cl)cc1S(=O)(=O)N1CCOCC1
  2.2% | 1%
CN1CCN(S(=O)(=O)c2ccc(NC(=O)c3ccc(F)cc3)cc2)CC1
  0.4% | -11%
Cc1ccc2c(Cl)c(-c3nnc(-c4ccc(Cl)cc4)o3)sc2c1
  0.8% | 1%
Cc1ccccc1Cn1c2ccccc2c2cn[nH]c(=O)c21
  -3.2% | 9%
CCC(=O)N=c1sc2cc(F)cc(F)c2n1C
  11% | -6%
NC1=NCc2ccccc21
  1.4% | 1%

Next records follow.
Order of results: Hsp70 displacement | Rat MKP-3 inhibitors
COc1ccc(NC(=O)C2=C(C)NC(=O)NC2c2cc(OC)c(OC)c(OC)c2)cc1 (centres undefined)
  -10% | 3%
CCOc1ccc(C2C(C(=O)OC)=C(C)NC(C)=C2C(=O)OC)cc1OC
  -3.4% | 4%
CC(C(=O)N1CCC(C(N)=O)CC1)N(c1ccc(Oc2ccccc2)cc1)S(C)(=O)=O (centres undefined)
  3.1% | .
CCOc1ccc(NC(=O)C2CCN(C(=O)NCc3ccccc3)CC2)cc1
  8.0% | -11%
Cc1cc(C)c(C(=O)/C=C/c2ccc(-c3ccccc3)o2)cc1C
  -3.2% | 9%
Cc1ccc2cc(CN(Cc3nnnn3Cc3ccco3)CC3CCCO3)c(=O)[nH]c2c1C (centres undefined)
  -0.2% | -8%
Cc1ccc(Cl)cc1NC(=O)c1ocnc1C
  0.1% | -8%
OCCNCC1(O)C2CC3CC(C2)CC1C3 (centres undefined)
  1.0% | -16%
O=C(NCCN1CCCCC1)Nc1ccc(F)c(Cl)c1
  3.7% | -10%
CCOC(=O)/C=c1\s/c(=C(\C#N)C(=O)NC)n(-c2ccccc2)c1=O
  5.4% | .
CC(=O)NS(=O)(=O)c1ccc(NC(=O)c2ccc(F)cc2)cc1
  5.5% | 2%
CCOC(=O)c1cc(C(C)(C)C)oc1CN
  1.1% | -2%
Oc1cccc(C=NC2CCCCC2)c1
  -4.2% | 2%
Nc1ncnc2nc(SCc3ccccc3)[nH]c12
  2.2% | 0%
Cc1cccnc1NC(=O)C1CCN(S(=O)(=O)c2ccc3c(c2)CCC(=O)N3)CC1
  3.9% | -3%
COc1ccc2oc(=O)c(C(=O)Nc3ccc(S(N)(=O)=O)cc3)cc2c1
  2.6% | -3%
CC1CCN(CCOc2cc(Cl)ccc2Cl)CC1
  -0.2% | .
CC(C)COC(=O)c1ccc(NC(=O)COc2ccccc2Cl)cc1
  0.3% | -3%
COc1c2occc2c(OC)c2c(=O)cc(C(F)(F)C(F)(F)F)oc12
  1.8% | 3%
COc1cc(OC)c(NC(=O)CCNS(=O)(=O)c2cc(Br)cnc2N)cc1Cl
  1.9% | -2%
CCOc1ccc(C(=O)Nc2ccc(NC(=O)c3ccco3)c(OC)c2)cc1Br
  -2.2% | 2%
Cc1occc1C(=O)Nc1ccc2c(c1)OCCO2
  9.7% | 3%
COc1cccc(OCc2cc(C3Nc4ccccc4C(=O)N3Cc3ccccc3)ccc2OC)c1 (centres undefined)
  -4.1% | 6%
CCc1nc(N)c(C#N)c(-c2cccc3ccccc23)c1C
  -2.4% | .
CC(C)COC(=O)C1C(=O)CC(C)(O)C(C(=O)OCC(C)C)C1c1cccnc1 (centres undefined)
  1.1% | -2%
COc1cc(NC(=O)c2cccc(Cl)c2)cc(OC)c1
  1.3% | 4%
CC1(C)CC(CCNCc2ccccc2)(Cc2ccccc2)CCO1 (centres undefined)
  8.0% | -1%
CC(C)c1nc(N2CCN(C(=O)c3ccccc3)CC2)c(C#N)c2c1COC(C)(C)C2
  -3.1% | -16%
O=C1c2ccccc2C(=O)N1CC(O)COCc1ccccc1 (centres undefined)
  -2.3% | -4%
C=CCN1C(=O)/C(=C\c2ccco2)C(C(=O)OC)=C1C
  -0.6% | 4%
CCN(CC)CCN1C(=O)c2oc3ccccc3c(=O)c2C1c1ccc(F)cc1 (centres undefined)
  -3.7% | -8%
CCOC(=O)C1CCN(C(c2cc(OC)c(OC)c(OC)c2)c2sc3nc(C)nn3c2O)CC1 (centres undefined)
  1.0% | 3%
CC1(C)NC(=O)N(CCOCCOc2c(Cl)cc(Cl)cc2Cl)C1=O
  2.4% | .
Cc1ccc([N+](=O)[O-])cc1N1C(=O)C2C3C=CC(CC3)C2C1=O (centres undefined)
  0.6% | 0%
O=C1CCC(=O)N1CNc1ccccn1
  -5.4% | 1%
COc1ccccc1/C=C1\SC(=S)N(Nc2nc(C)cc(C)n2)C1=O
  0.2% | -2%
Cc1nc2ccccc2n1S(=O)(=O)c1ccc(Br)cc1
  -7.1% | -4%
CCOC(=O)c1c(-c2ccc(F)cc2)csc1NC(=O)C1CC=CCC1C(=O)O (centres undefined)
  1.1% | 3%
O=C(NCc1ccccc1)c1c[nH]c2ccc(S(=O)(=O)Nc3ccc4c(c3)OCCO4)cc2c1=O
  6.3% | -13%
CC(=O)OCCn1c(=O)c2cc3c(=O)n(CCOC(C)=O)c(=O)c3cc2c1=O
  -1.3% | -8%

Brought forward from above: 3 compounds, followed by the next part.
Order of results: Hsp70 displacement | Rat MKP-3 inhibitors
CCOC(=O)c1c(-c2ccc(F)cc2)csc1NC(=O)C1CC=CCC1C(=O)O (centres undefined)
  1.1% | 3%
O=C(NCc1ccccc1)c1c[nH]c2ccc(S(=O)(=O)Nc3ccc4c(c3)OCCO4)cc2c1=O
  6.3% | -13%
CC(=O)OCCn1c(=O)c2cc3c(=O)n(CCOC(C)=O)c(=O)c3cc2c1=O
  -1.3% | -8%
CC(CN1CCN(C)CC1)OC(=O)c1ccccc1 (centres undefined)
  -2.5% | .
CCOc1ccc(CNC(=O)CCn2c(=O)oc3ccccc32)cc1OC
  2.5% | 1%
Cc1cc2cc(CNC(=O)Nc3ccccc3)ccc2n1C
  -3.0% | .
CCOc1cccc(C(=O)Nc2nnc(-c3cccs3)s2)c1
  -4.5%&-0.8% | 3%
O=C(Nc1ccc(Nc2ccccc2)cc1)c1ccc(Br)o1
  -5.3% | -7%
CCCCOc1ccc(C(=O)Nc2ccccc2OC(C)C)cc1
  -1.0% | 2%
O=C(CSc1nc(N2CCCCC2)nc(N2CCCCC2)n1)Nc1nccs1
  -0.8% | 5%
COc1cc(Cl)cc(C2NC(=O)NC(C)=C2C(=O)NCc2ccccc2)c1O (centres undefined)
  -1.1% | 4%
O=C(Nc1ccc2nccnc2c1)c1cnccn1
  4.2% | -67%
Cc1ccc(NC(=O)CSc2nsc(SCC(=O)Nc3ccc(C)cc3)c2C#N)cc1
  2.5% | -3%
O=C(OCn1nnc2ccccc2c1=O)c1ccc(Br)o1
  1.8% | .
CN(c1ccccc1)S(=O)(=O)c1cc(C(=O)c2nccn2C)ccc1Cl
  0.0% | 9%
COC(=O)c1cccc(NC(=O)CN2CCN(c3ccc(OC)cc3)CC2)c1
  -0.3% | 24%
COCCNC(=O)C(c1ccc(O)cc1)N(Cc1ccco1)C(=O)CCC(=O)Nc1nccs1 (centres undefined)
  1.9% | -12%
COc1ccc(Br)cc1C=C1C(=O)N(C)C(=O)N(C)C1=O
  1.2% | -2%
COc1ccccc1C1/C(=C(/O)c2ccccc2)C(=O)C(=O)N1CC1CCCO1 (centres undefined)
  1.2% | 3%
O=C(c1coc2ccc(O)c(CN3CCCCC3)c12)C1CC1
  4.8% | 3%
COc1ccc(N2C(=O)CC(Cc3ccc(Br)cc3)C2=O)cc1 (centres undefined)
  -3.3% | 1%
CCCn1c(=S)[nH]c2cc(C(=O)NCC3CCCO3)ccc2c1=O (centres undefined)
  1.4% | -6%
COC(=O)C1=C(C)NC2=C(C(=O)CC(c3ccccc3)C2)C1c1cccc([N+](=O)[O-])c1 (centres undefined)
  4.6% | 0%
OCc1csc(=Nc2ccccc2)n1-c1ccccc1
  -1.5% | -10%
CCCn1c(SCC(=O)N2CCc3ccccc3C2)nc2c1c(=O)n(C)c(=O)n2C
  2.4% | -9%
O=C(NCCN1CCOCC1)c1cc2sccc2n1Cc1ccc(Cl)cc1
  -4.0% | -4%
Cn1nnnc1SCC(=O)N1CCN(c2ccccc2)CC1
  -3.4% | -1%
COC(=O)c1ccc(NC(=O)CSc2nnc(-c3ccccc3)n2C)cc1
  -1.3% | .
NC(=O)C1CCN(C2CC(=O)N(c3cccc(F)c3)C2=O)CC1 (centres undefined)
  4.5% | -3%
O=c1[nH]c2ccccc2nc1C(F)(F)C(F)F
  -4.2% | -3%
COc1ccc(Br)cc1CNC(=O)C1CCN(S(=O)(=O)N2CCCC2)CC1
  . | 4%
Cc1ccccc1-c1nnc(SCC(=O)NC2CCCCC2)o1
  5.1% | 0%
COCCCNC(=O)COc1cccc(C)c1
  4.0% | -2%

In another format: two of the compounds above.
Hsp70 displacement	Rat MKP-3 inhibitors	Compound
-1.3%	.	COC(=O)c1ccc(NC(=O)CSc2nnc(-c3ccccc3)n2C)cc1
4.5%	-3%	NC(=O)C1CCN(C2CC(=O)N(c3cccc(F)c3)C2=O)CC1 (centres undefined)

Carrying on.
Order of results: Hsp70 displacement | Rat MKP-3 inhibitors
COc1cccc(C(=O)N2CCN(Cc3ccco3)CC2)c1OC
  -0.7% | -12%
O=[N+]([O-])c1ccc(-c2nnc(-c3ccco3)o2)c(Cl)c1
  3.9% | 3%
C/C(N)=C(/C#N)C(=O)COC(=O)COc1ccc(Cl)cc1
  1.9% | -8%
CCC(C)C(NC(=O)C1CCC(C)CC1)C(=O)NCc1cccnc1 (centres undefined)
  5.1% | -4%
COc1ccc(OCc2nn3c(-c4cccc(OC)c4)nnc3s2)cc1
  -3.7% | 2%
CCCN(CCC)C(=O)CSc1nc2ccccc2c(=O)n1C1CCCC1
  3.3% | 1%
CSc1nc(=O)n(-c2ccc3ccccc3c2)c(C)c1C(C)=O
  0.4% | 6%
COc1ccccc1NC(=O)c1c(NC(C)=O)sc2c1CCCC2
  -1.4% | -6%
CC(C)(C)C(C(Oc1ccc(Cl)cc1)n1cncn1)n1nnnc1C(c1cccc(Cl)c1)N1CCCCC1 (centres undefined)
  -8.0% | .
Cc1cc(NC(=O)c2cccc3ccccc23)cc(C)c1OCC(=O)N1CCOCC1
  7.6% | .
COc1cc(S(=O)(=O)N2CCOCC2)ccc1F
  2.0% | -1%
CCc1ccc(NC(=O)CC2C(=O)Nc3c2c(=O)n(C)c(=O)n3C)cc1 (centres undefined)
  -1.5% | .
CCOC(=O)C1=C(CN2c3ccccc3CC2C)NC(=O)NC1c1ccccc1 (centres undefined)
  -2.6% | .
COC(=O)c1ccc(-n2c(C)cc(/C=N/n3cnnc3)c2C)cc1
  7.7% | -7%
CC1=C(C(=O)OCC(C)C)C(c2ccccc2Cl)NC(=O)N1C (centres undefined)
  . | -4%
COc1ccc(-n2c(SCC(=O)N3CCCC(C)C3)nnc2-c2cccnc2)cc1 (centres undefined)
  -4.4% | -9%
CC(=O)N1CCN(c2ccc(NC(=O)c3sc4ccccc4c3Cl)cc2)CC1
  -1.1% | -2%
COC(=O)C(C)N1C(=O)S/C(=C\c2cc(C)n(-c3ccccn3)c2C)C1=O (centres undefined)
  -3.3% | .
CN(C)c1ccc(N=C2Sc3ccc4ccccc4c3C2=O)cc1
  0.2% | 5%
